Screening results deposited in PubChem by National Center for Advancing Translational Sciences (NCATS).
Pf growth 48h: inhibits P. falciparum growth in the first generation, 48 h; AID 504832; Potency, µM (series often up to 28.7 µM), for the others: at the highest dose activity change, negative = inhibition, usual class: inhibitors; 5.9% of 310,000 active; P. falciparum luciferase growth in erythrocytes, 48 h; also: potency is read from the fitted curve at half-maximal effect; % is scaled to controls: 0 for no effect and ±100 for the full control effect
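Growth was read as firefly luciferase luminescence after a 48 h, 37 C, 5% CO2 exposure of compounds to reporter-bearing P. falciparum cultures (0.1% parasitemia, 2% hematocrit final) in Albumax-supplemented RPMI 1640.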
LmPK inh: blocks Leishmania mexicana pyruvate kinase activity. 0.37% of 290,000 active. Q27686. Potency, µM (doses to about 57.5 µM), inactives show top-dose activity change, negative = inhibition, actives largely listed as inhibitors. purified LmPK, Kinase-Glo ATP luminescence, 1 h; also: potency is read from the fitted curve at half-maximal effect; % is scaled to controls: 0 for no effect and ±100 for the full control effect
Target sequence (Q27686 whole entry, looked up): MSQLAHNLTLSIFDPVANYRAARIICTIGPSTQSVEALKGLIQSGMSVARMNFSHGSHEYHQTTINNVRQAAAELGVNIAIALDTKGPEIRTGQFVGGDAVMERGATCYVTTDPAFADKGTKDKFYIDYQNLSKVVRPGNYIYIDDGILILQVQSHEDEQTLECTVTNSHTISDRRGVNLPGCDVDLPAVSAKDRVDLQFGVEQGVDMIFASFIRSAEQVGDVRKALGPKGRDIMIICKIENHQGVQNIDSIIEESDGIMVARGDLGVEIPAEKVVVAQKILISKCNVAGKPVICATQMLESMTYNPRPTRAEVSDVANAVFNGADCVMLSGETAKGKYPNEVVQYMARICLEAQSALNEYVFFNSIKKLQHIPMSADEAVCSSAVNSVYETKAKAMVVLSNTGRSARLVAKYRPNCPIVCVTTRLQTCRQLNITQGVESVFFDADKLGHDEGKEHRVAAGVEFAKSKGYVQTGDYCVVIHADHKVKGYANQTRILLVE
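In 50 mM imidazole pH 7.2 with 7 mM MgCl2, LmPK (0.1 nM) turned over PEP (0.5 mM) and ADP (0.1 mM) for 1 h at room temperature. Luciferase read-out of ATP.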
AmpC inh no detg: AmpC beta-lactamase inhibition without detergent | AmpC nitrocefin hydrolysis, absorbance 480 nm, 0.0001% Triton | Potency, µM (series often up to 57.1 µM), without a hit: top-dose activity change, negative = inhibition, hits mostly inhibitors | 0.52% of 330,000 active | AID 485341;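 also: potency is read from the fitted curve at half-maximal effect; plate controls were no compound for no effect and no enzyme for full effect; nearly all actives have a fitted effect of over 20% in size; some results filed as inactive show a strong effect at the top dose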
Target sequence (P00811 whole entry, looked up): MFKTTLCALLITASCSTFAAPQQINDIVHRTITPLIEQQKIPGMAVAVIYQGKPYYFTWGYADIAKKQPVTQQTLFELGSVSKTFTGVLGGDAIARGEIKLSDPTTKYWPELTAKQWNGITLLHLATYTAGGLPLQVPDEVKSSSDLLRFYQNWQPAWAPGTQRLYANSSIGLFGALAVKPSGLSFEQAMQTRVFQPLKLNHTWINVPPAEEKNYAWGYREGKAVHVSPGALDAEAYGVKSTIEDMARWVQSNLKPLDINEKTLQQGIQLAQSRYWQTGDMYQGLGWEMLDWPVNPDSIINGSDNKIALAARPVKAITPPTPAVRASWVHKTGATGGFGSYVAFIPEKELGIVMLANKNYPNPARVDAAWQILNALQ
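AmpC (5.3 nM in the dispensed reagent) in 20 mM phosphate pH 7.0 with 0.01% (detergent screen) or 0.0001% Triton X-100 was preincubated with compounds for 15 min at room temperature. Nitrocefin was then added from an 800 uM solution, and hydrolysis was followed at 480 nm.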
Cycloheximide cs: affects cycloheximide protein synthesis inhibition readout, counter-screen. cell reporter, cycloheximide protein synthesis inhibition counterscreen. AID 2314. 12% of 300,000 active. max response, %; in the data active = max response mostly above about 13%, no sharp cut-off; inactive = mostly below about 14%; also: read at 38.3 µM for the half of the compounds with a filed dose; 0% is about no effect
Shiga inhibitor: blocks Shiga toxin action in Vero cells | Vero cells, Shiga toxin protein synthesis inhibition reporter | inhibition, % at 38.7 µM | 9.2% of 290,000 active | AID 2315; in the data active = inhibition mostly above about 28%, no sharp cut-off; inactive = mostly below about 43%; also: 0% is about no effect
Tb PYK inh: blocks Trypanosoma brucei pyruvate kinase | Potency, µM (top dose mostly 76.8 µM), without a hit: top-dose activity, negative = inhibition, hits mostly inhibitors | TbPYK enzyme, Kinase-Glo Plus ATP luminescence, 45 min | Q57TT1 | 0.12% of 410,000 active; also: potency is read from the fitted curve at half-maximal effect; % is scaled to controls: 0 for no effect and ±100 for the full control effect; nearly all actives have a fitted effect of over 50% in size
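TbPYK + substrate in 50 mM TEA pH 7.2, 100 mM KCl, 10 mM MgCl2, 0.05% BSA, 0.01% Tween-20; cpd pinned; ADP 130 uM final; 45 min RT; Kinase-Glo Plus 10 min; luminescence endpoint.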
Pf growth 96h: P. falciparum growth inhibition at 96 hour, primary screen for plastid delayed-death inhibitors; 6.9% of 320,000 active; P. falciparum luciferase reporter growth, 96 h; Potency, µM (series often up to 28.7 µM), for the others: top-dose activity change, negative = inhibition, actives largely listed as inhibitors; AID 504834; also: potency is read from the fitted curve at half-maximal effect; % is scaled to controls: 0 for no effect and ±100 for the full control effect
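96 h incubation, 37 C, 5% CO2, of luciferase-reporter P. falciparum-infected RBCs (2% hematocrit, 0.05% parasitemia final) with test compounds; endpoint luminescence.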
* = called active by the depositor; u = inconclusive; x = not tested or not shown; & = joins results of further samples; [ ] = dose if it differs, or a comment. Unless noted, calls follow the shape of the dose curve; as a rule, active = well fitted curve in the direction sought with a large enough effect; inconclusive = small, poorly fitted or top-dose-only effect, or another doubt; inactive = no such curve, though single readings can be large; an effect the other way counts as inactive or inconclusive. Compounds were not picked by outcome, and some 22% of all compounds hit somewhere here.

Start of the data: the first six records, ahead of the listing:
Order of values: Pf growth 96h, LmPK inh, Shiga inhibitor, AmpC inh no detg, Pf growth 48h, Cycloheximide cs, Tb PYK inh
CCN(C(=O)COC(=O)CC1CCCCC1)c1c(N)n(Cc2ccccc2)c(=O)[nH]c1=O
    u, x, x, -3%, u, x, -6%
CCOC(=O)Cc1c(C)nc(N)[nH]c1=O
    u, 3%, 37, -26%, 0%, 5, 1%
COCCn1c(SCC(=O)NC2CCCCC2C)nnc1-c1ccncc1 (centres undefined)
    u, 14%, -15, -4%, -8%, -4, 4%
CCCc1nn2c(=O)c(C(c3ccc(C)cc3)c3c(O)nc4sc(CCC)nn4c3=O)c(O)nc2s1
    4%, 4%, 5, -39%, 18%, -1, -3%
CC(=O)N1c2ccc(S(=O)(=O)N3CCC(C(=O)Nc4ncccc4C)CC3)cc2CC1C (centres undefined)
    u, 0%, -2, 0%, 4%, -4, 14%
COc1ccnc2c1c(=O)n(Cc1ccc(Cl)cc1)c(=O)n2C
    -29%, 0%, 21, 18%, -19%, 1, -2%

This part in full (from the top)
Order of values: Pf growth 96h, LmPK inh, Shiga inhibitor, AmpC inh no detg, Pf growth 48h, Cycloheximide cs, Tb PYK inh
CCN(C(=O)COC(=O)CC1CCCCC1)c1c(N)n(Cc2ccccc2)c(=O)[nH]c1=O
    u, x, x, -3%, u, x, -6%
CCOC(=O)Cc1c(C)nc(N)[nH]c1=O
    u, 3%, 37, -26%, 0%, 5, 1%
COCCn1c(SCC(=O)NC2CCCCC2C)nnc1-c1ccncc1 (centres undefined)
    u, 14%, -15, -4%, -8%, -4, 4%
CCCc1nn2c(=O)c(C(c3ccc(C)cc3)c3c(O)nc4sc(CCC)nn4c3=O)c(O)nc2s1
    4%, 4%, 5, -39%, 18%, -1, -3%
CC(=O)N1c2ccc(S(=O)(=O)N3CCC(C(=O)Nc4ncccc4C)CC3)cc2CC1C (centres undefined)
    u, 0%, -2, 0%, 4%, -4, 14%
COc1ccnc2c1c(=O)n(Cc1ccc(Cl)cc1)c(=O)n2C
    -29%, 0%, 21, 18%, -19%, 1, -2%
CCOc1ccc(NS(=O)(=O)c2ccc(C(=O)N3CCCC(C)C3)cc2)cc1 (centres undefined)
    u, x, x, u, u, x, 3%
Nc1nc(Cl)cc(N2CCC(c3cc(-c4ccc(Cl)cc4Cl)n[nH]3)CC2)n1
    u, 2%, -3, -3%, u, -3, 9%
CNC(=O)NC(=O)CSc1nnc(-c2ccco2)n1Cc1ccccc1
    -1%, 2%, -15, 1%, 13%, -5, -3%
Cn1c(SCC(=O)Nc2cc(S(=O)(=O)N3CCOCC3)ccc2N2CCOCC2)nnc1-c1ccncc1
    -13%, 3%[11.5 µM], -1, 13%, 0%, -1, -5%
CCOC(=O)Nc1ccc2c(c1)Nc1ccccc1S2
    x, -5%, 31*, -27%, 47%[activator], 17, -19%
COC(=O)CNC(=O)COC(=O)/C=C/c1ccccc1[N+](=O)[O-]
    -13%, 0%, 9, -19%, 27%, 9, 0%
Cc1ccc(CNC(=O)C(NS(=O)(=O)c2ccc3nc(C)sc3c2)C(C)C)cc1 (centres undefined)
    u, 1%, -6, -3%, x, 1, 0%
O=C(Nc1ncnc2sc3c(c12)CCC3)c1ccco1
    x, -1%, 6, -3%, 35%[activator], -2, 3%
CCN(CC)C(=O)c1ccc(COc2ccccc2Br)o1
    x, 3%, 38, 30%, 0%, 17, -11%
Cc1ccc(C(=O)N(C)CC(=O)Nc2ccc(F)c(F)c2F)o1
    -11%, 2%, 15, -7%, -12%, 6, -10%
O=S(=O)(NCC1CCCO1)c1ccc2c(c1)OCCO2 (centres undefined)
    u, -1%, -3, -21%, 12%, -2, 3%
Cc1ccc(-n2c(Cc3cccs3)nnc2SCC(=O)Nc2ccc(F)c(F)c2)cc1
    x, 8%, -12, -35%, u, -3, -5%
O=C(Nc1ccc(Cl)cc1N1CCOCC1)C1CCCCC1
    21%, -9%, -6, 20%, u, 3, 2%
NC(=NCCc1c[nH]c2ccccc12)NC(=O)c1ccc(F)cc1
    u, 3%, 42, -32%, u, 10, -2%
N#C/C(=C\c1ccc(-c2ccc(Cl)c(C(=O)O)c2)o1)c1nc2ccccc2[nH]1
    1%, x, x, -23%, -2%, x, 0%
O=C(NCc1ccc2c(c1)OCO2)C1CC(=O)N(c2ccc(F)cc2)C1 (centres undefined)
    2%, 3%, -5, -4%, 15%, -2, -2%
COc1ccc(C/C(=N\O)c2ccc(OC)cc2)cc1
    38%[activator], 4%, 22, -18%, 35%[activator], 16, 2%
Cc1nn(C)c(C)c1S(=O)(=O)N1CCC(CO)(Cc2ccc(Cl)cc2)CC1
    -13%, 9%, 10, 206%[activator], -8%, 0, -3%
Cn1c(CN2CCCC2)nc2cc(NS(=O)(=O)c3ccc(Cl)cc3)ccc21
    u, 9%, -18, -9%, x, -5, -10%
CCCc1nc(N)nc2c1C(=O)CC(C)(C)C2
    2%, -3%, -9, -8%, 1%, 2, -13%
COc1ccc(Br)cc1/C=N/NC(=O)c1cc(Br)ccc1O
    5%, 0%, 22, -27%, 4%, -2, x
CCOC(=O)c1c(C)[nH]c(C(=O)CSc2nnc(CC(C)c3ccccc3)o2)c1C (centres undefined)
    u, 0%, -6, -27%, u, -5, 3%
Cn1nccc1C(=O)N/N=C/c1cccnc1
    -10%, -9%, 59*, -1%, 11%, 33*, -2%
COc1ccc(-n2nc(C)cc2N)cc1
    -57%, -8%, 10, -8%, 42%[activator], -1, 1%
COC(=O)c1cc(=O)n(CCc2ccc(OC)c(OC)c2)c(=Nc2ccc(F)c(Cl)c2)s1
    u, 14%, -10, -9%, x, -5, -1%
O=C(Nc1ccc2c(c1)OCO2)C1CC(c2ccc(F)cc2)=NO1 (centres undefined)
    4%, 4%, -8, -25%, x, -2, 1%
O=C(COc1ccc([N+](=O)[O-])cc1)N/N=C/c1cc([N+](=O)[O-])ccc1N1CCOCC1
    -6%, 6%, 14, -31%, -21%, -1, 1%
Brc1cccc(-c2nnc3n2CCCCC3)c1
    -20%, 2%, 11, -35%, -1%, -4, 7%
CC1CCCCN1S(=O)(=O)c1ccc2c(c1)CCN2C(=O)CCC(=O)O (centres undefined)
    u, 3%, -11, -17%, u, -3, -2%
CCC(=O)Nc1ccc(-c2nn3c(C)nnc3s2)cc1C
    -8%, -3%, -9, -20%, 42%[activator], 8, -1%
O=C(NCc1ccccc1)C(c1ccccc1)N(Cc1cccs1)C(=O)c1cnccn1 (centres undefined)
    0.26µM*, 2%, 19, 38%, -22%, -1, -4%
CC(=O)Nc1cn(C(C)=O)c(C)n1
    -18%, -8%, -2, -10%, -20%, -2, x
COc1ccc(-c2nc3c(s2)CCc2onc(-c4ccc(OC)cc4)c2-3)cc1
    12%, -8%, -4, -18%, u, -2, 1%
Oc1ccc(N=Nc2ccccc2C(F)(F)F)c2cccnc12
    0.93µM*, -3%, -4, -34%, 1.5µM*, -6, -12%
Cc1ccc(/C(O)=C2\C(=O)C(=O)N(CC(C)O)C2c2ccc(N(C)C)cc2)cc1 (centres undefined)
    19%, -5%, -9, -11%, 24%, 2, 0%
CCC(=O)N1CCN(c2ccc(NC(=O)c3ccco3)cc2Cl)CC1
    -1%, -2%, 38, -12%, u, 15*, -5%
O=C(CSc1nnc(CNC(=O)c2c(F)cccc2F)o1)c1ccccc1
    -21%, -6%, 22, 0%, -9%, 6, 3%
CN(C)[C@@H]1C(=O)C(C(=O)NCN2CCCC2)=C(O)[C@@]2(O)C(=O)C3=C(O)c4c(O)cccc4[C@@](C)(O)C3CC12 (some centres undefined)
    -6%, 3%, -6, 15%, -4%, -2, x
CCOc1cccc(CNn2cnnc2)c1OCc1ccccc1
    0%, 1%, -3, -5%, -11%, -6, 1%

As entered above.
CC1CCCCN1S(=O)(=O)c1ccc2c(c1)CCN2C(=O)CCC(=O)O (centres undefined) in Tb PYK inh is listed with -2%
N#C/C(=C\c1ccc(-c2ccc(Cl)c(C(=O)O)c2)o1)c1nc2ccccc2[nH]1 in Tb PYK inh is listed with 0%
Cc1ccc(CNC(=O)C(NS(=O)(=O)c2ccc3nc(C)sc3c2)C(C)C)cc1 (centres undefined) in LmPK inh is listed with 1%

(listing goes on)
Order of values: Pf growth 96h, LmPK inh, Shiga inhibitor, AmpC inh no detg, Pf growth 48h, Cycloheximide cs, Tb PYK inh
CCn1c(/C=C/c2cc[n+](C)cc2)nc2ccccc21
    u, -4%, -7, -6%, u, -1, -11%
Cc1cccc(CSc2ccc(-c3ccco3)nn2)c1
    -14%, -7%, 20, -57%, 104%[activator], 17*, -7%
Cc1ccc(C(=O)C2=C(O)C(=O)N(Cc3cccnc3)C2c2ccc(Cl)cc2)o1 (centres undefined)
    305%[activator], 4%, -8, -9%, 12%, -2, -8%
CCOC(=O)C1=C(C)N=C2c3ccccc3C(=O)C2C1c1ccc(Cl)cc1 (centres undefined)
    10µM*, -1%, -12, -44%, 10µM*, -1, 0%
Fc1cccc(Cl)c1CSc1ccc2nnc(-c3ccccn3)n2n1
    -19%, 0%, -27, -13%, -8%, -3, 3%
COc1ccc(-c2noc(-c3ccc(Br)o3)n2)cc1
    x, -6%, 69*, -4%, 82%[activator], 30*, 10%
CCn1c2ccccc2c2nnc(SCCN3CCCCC3)nc21
    u, -1%, x, 0%, u, -2, -4%&-11%
CCOC(CCNC(=O)c1cn(-c2cccc(C)n2)cn1)OCC
    53%[activator], -2%, -19, -8%, 32%[activator], -3, -4%
COC(=O)c1ccccc1NC(=O)c1cccc(NC(=O)C(C)C)c1
    u, 0%, -2, 0%, -22%[5.75 µM], -4, 7%
COc1ccc(-c2nc(CN3CCN(C(=O)c4ccco4)CC3)c(C)o2)c(F)c1
    u, 3%, -4, 130%[activator], u, -4, 3%
CCOC(=O)COc1ccc2c(C)c(CCN(CC)CC)c(=O)oc2c1Cl
    u, x, -12, x, -4%, -3, 4%
O=C(Cn1nnc(-c2cccc(C(F)(F)F)c2)n1)NC(=O)NCc1ccco1
    u, -4%, -8, -14%, 14%, -2, 1%
O=C(NCCSc1c[nH]c2ccccc12)c1ccc2c(c1)OCO2
    15%, 2%, 23, -34%, 4%, 12, 0%
O=C(N/C(=C\c1ccc(-c2ccccc2)o1)C(=O)N1CCOCC1)c1ccccc1
    345%[activator], 9%, -20, 128%[activator], -23%, 2, 5%
O=C(O)c1cc(/C=C/c2ccc(N3CCOCC3)c([N+](=O)[O-])c2)nc2ccccc12
    88%[activator], u, -9, -22%, 26%, -4, -5%
CCOc1ccc(C(C)=O)cc1CN1c2ccc(S(N)(=O)=O)cc2CC1C (centres undefined)
    -13%, 3%, -10, -40%, 3%, 2, -7%
